G9a inh = qHTS Assay for Inhibitors of Histone Lysine Methyltransferase G9a; Histone-lysine N-methyltransferase EHMT2 (Homo sapiens), Q96KQ7; G9a H3K9 monomethylation, AlphaScreen, 2 h; Potency, µM (top dose mostly 102 µM), for inactives: top-dose activity, negative = inhibition, actives largely listed as inhibitors; 8.8% of 350,000 active; AID 504332, 2011; also: potency is read from the fitted curve at half-maximal effect; % is scaled to controls: 0 for no effect and ±100 for the full control effect; nearly all actives have a fitted effect of over 75% in size
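Methyltransferase reactions run at room temperature for 2 h (20 nM enzyme, 500 nM biotin-H3K9 peptide, 20 uM SAM) after a 15 min compound preincubation; product detected by AlphaScreen beads and anti-H3K9me1 antibody.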
Pin1 inhibitor = qHTS Assay to Find Inhibitors of Pin1. 0.009% of 390,000 active. AID 504891, 2011. Peptidyl-prolyl cis-trans isomerase NIMA-interacting 1 (Homo sapiens), Q13526. Pin1 FP peptide displacement, HiFluor488, 10 min. Potency, µM (series often up to 115 µM), for the others: top-dose activity, negative = inhibition, usual class: inhibitors; active = well fitted inhibition curve with a large enough effect in the polarisation, with a control signal flat, not every such curve was filed as active; inconclusive = small, poorly fitted or top-dose-only effect, or effect the other way, or a change in a side signal; inactive = no such curve, though single readings can be large or run the other way; the % refers to the polarisation; also: potency is read from the fitted curve at half-maximal effect; % is scaled to controls: 0 for no effect and ±100 for the full control effect
JMJD2A Tudor = qHTS Assay for Inhibitors of JMJD2A-Tudor Domain; Lysine-specific demethylase 4A (Homo sapiens), O75164; Potency, µM (series often up to 114 µM), inactives show at the top dose activity change, negative = inhibition, usual class: inhibitors; AlphaScreen JMJD2A-Tudor / H3K4me3 peptide binding; 4.4% of 390,000 active; also: potency is read from the fitted curve at half-maximal effect; % is scaled to controls: 0 for no effect and ±100 for the full control effect; nearly all actives have a fitted effect of over 50% in size
Target sequence (O75164 whole entry, looked up, the tested form may be a part): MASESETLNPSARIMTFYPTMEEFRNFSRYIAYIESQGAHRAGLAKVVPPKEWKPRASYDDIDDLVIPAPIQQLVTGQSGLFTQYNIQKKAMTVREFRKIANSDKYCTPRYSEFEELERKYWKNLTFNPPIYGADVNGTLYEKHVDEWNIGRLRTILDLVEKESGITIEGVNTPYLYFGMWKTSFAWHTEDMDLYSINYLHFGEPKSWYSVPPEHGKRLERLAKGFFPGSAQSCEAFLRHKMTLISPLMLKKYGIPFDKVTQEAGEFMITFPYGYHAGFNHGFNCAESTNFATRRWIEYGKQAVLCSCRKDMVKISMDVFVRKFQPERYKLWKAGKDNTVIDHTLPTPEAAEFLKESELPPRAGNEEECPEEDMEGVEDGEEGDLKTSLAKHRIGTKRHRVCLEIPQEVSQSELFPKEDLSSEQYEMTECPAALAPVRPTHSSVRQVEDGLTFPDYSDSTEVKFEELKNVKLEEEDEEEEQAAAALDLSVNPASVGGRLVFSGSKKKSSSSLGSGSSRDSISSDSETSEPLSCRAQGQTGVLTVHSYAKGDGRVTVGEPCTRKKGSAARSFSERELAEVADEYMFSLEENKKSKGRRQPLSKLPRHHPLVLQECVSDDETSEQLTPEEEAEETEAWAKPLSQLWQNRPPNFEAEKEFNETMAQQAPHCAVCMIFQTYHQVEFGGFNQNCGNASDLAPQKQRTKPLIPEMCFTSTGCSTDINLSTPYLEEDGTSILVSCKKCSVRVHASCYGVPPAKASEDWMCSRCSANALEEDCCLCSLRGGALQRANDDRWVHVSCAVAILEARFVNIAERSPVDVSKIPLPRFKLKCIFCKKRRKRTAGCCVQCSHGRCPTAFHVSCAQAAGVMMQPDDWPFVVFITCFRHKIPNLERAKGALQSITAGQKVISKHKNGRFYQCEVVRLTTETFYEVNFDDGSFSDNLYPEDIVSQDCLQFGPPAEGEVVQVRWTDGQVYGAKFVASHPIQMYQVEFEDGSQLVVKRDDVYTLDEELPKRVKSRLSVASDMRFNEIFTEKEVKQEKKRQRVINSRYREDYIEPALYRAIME
Pol eta inh = qHTS for Inhibitors of Polymerase Eta. Potency, µM (highest dose often 114 µM), without a hit: at the top dose activity change, negative = inhibition, usual class: inhibitors. 1.2% of 390,000 active. recombinant Pol eta, fluorescent DNA replication assay. DNA polymerase eta (Homo sapiens), Q9Y253. AID 588591, 2011; also: potency is read from the fitted curve at half-maximal effect; % is scaled to controls: 0 for no effect and ±100 for the full control effect
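Pol eta (10 nM) was preincubated with compounds for 15 min at room temperature, after which fluorescent replication substrate (50 nM final) was added to start the reaction. Fluorescence was read kinetically at 0 and 10 min.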
BAZ2B inh = qHTS Assay for Inhibitors of BAZ2B | AlphaScreen BAZ2B-H3K14Ac peptide displacement | Potency, µM (top dose mostly 114 µM), for the others: at the top dose activity change, negative = inhibition, most hits filed as inhibitors | 4.4% of 360,000 active | AID 504333, 2011; also: potency is read from the fitted curve at half-maximal effect; % is scaled to controls: 0 for no effect and ±100 for the full control effect; nearly all actives have a fitted effect of over 60% in size
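BAZ2B (50 nM) with biotin-H3(5-23)K14Ac peptide (50 nM) in PBS pH 7.4, 0.01% Tween-20, preformed 30 min, then compound 30 min at room temperature; top concentration 110uM. AlphaScreen streptavidin donor/nickel chelate acceptor beads (10 ug/mL final), 20 min dark, signal read.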
PGK inhibitor = qHTS Assay to Find Inhibitors of Phosphoglycerate Kinase; Phosphoglycerate kinase, glycosomal (Trypanosoma brucei brucei), P07378; PGK/GAPDH coupled, Kinase-Glo luminescence, 60 min; Potency, µM (top dose mostly 57.5 µM), inactives show at the top dose activity change, negative = inhibition, actives largely listed as inhibitors; 0.043% of 380,000 active; AID 602233, 2012; also: potency is read from the fitted curve at half-maximal effect; % is scaled to controls: 0 for no effect and ±100 for the full control effect; nearly all actives have a fitted effect of over 60% in size
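Luminescent ATP detection (Kinase-Glo Plus) follows a 60-minute room-temperature incubation, with wells lacking PGK as controls. Buffer: 100 mM TEA (pH 7.6), 5 mM MgCl2, 0.01% Tween-20. Coupling enzyme GAPDH (100 nM final) supplies unstable 1,3-BPG in-well.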
GLS inhibitor = qHTS for Inhibitors of Glutaminase (GLS); Potency, µM (titrated, usually from 45.5 µM), inactives show at the top dose activity change, negative = inhibition, most hits filed as inhibitors; GLS enzymatic activity, qHTS titration; 0.21% of 410,000 active; Glutaminase kidney isoform, mitochondrial (Homo sapiens), O94925; also: potency is read from the fitted curve at half-maximal effect; % is scaled to controls: 0 for no effect and ±100 for the full control effect
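Human kidney-isoform GLS in 45 mM KH2PO4 pH 8.2, 0.02% Tween-20, with compound, started with 1mM L-Glutamine (added stock). Glutamate oxidase/HRP/Amplex red coupled fluorescence read at start and after 30 min at RT.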
PI4K2A inh = qHTS for small molecular inhibitors of PI4K2A; Phosphatidylinositol 4-kinase type 2-alpha (Homo sapiens), Q9BTU6; purified PI4K2A, ADP-Glo luminescence, 1 h; stronger effect = lower value; activity change, negative = inhibition, % at 76.9 µM; 0.13% of 420,000 active; AID 1346378, 2018; in the data active = activity change below about -50%; inconclusive = mostly about -30% to -49%;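 also: -100% = wells without enzyme as full effect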
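ADP-Glo luminescence measured ADP generated by PI4K2A enzyme (4 ug/mL before mixing) with 1.2 mM PI substrate (pre-mix) and 300 microM ATP (pre-mix). Tris pH7.5 buffer with MgCl2, Triton X-100; 1 h reaction at ambient temperature.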
HP1b binding inh = HTS for Inhibitors of HP1-beta Chromodomain Interactions with Methylated Histone Tails | AID 540317, 2011 | AlphaScreen HP1-beta / biotin-H3K9me3 peptide binding | Chromobox protein homolog 1 (Homo sapiens), P83916 | 0.56% of 390,000 active | Potency, µM (doses to about 114 µM), inactives show at the highest dose activity change, negative = inhibition, hits mostly inhibitors; also: potency is read from the fitted curve at half-maximal effect; nearly all actives have a fitted effect of over 70% in size; inactives centre near 23
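Compound inhibition of the preformed complex between 50 nM HP1-beta and 50 nM biotinylated H3K9me3 peptide was read by AlphaScreen. Buffer was PBS pH 7.4 with 0.01% Tween-20. Incubations ran 30 min at room temperature, with 10 ug/mL donor/acceptor beads.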
Numbers without * were called inactive; i = inactive; ? = inconclusive; . = not tested or not shown; & = joins results of further samples; [ ] = remark or other dose. Unless noted, calls follow the shape of the dose curve; as a rule, active = well fitted curve in the direction sought with a large enough effect; inconclusive = small, poorly fitted or top-dose-only effect, or another doubt; inactive = no such curve, though single readings can be large; an effect the other way counts as inactive or inconclusive. This is a subset (hit frequency here may not be typical).

SMILES	G9a inh	Pin1 inhibitor	JMJD2A Tudor	Pol eta inh	BAZ2B inh	PGK inhibitor	GLS inhibitor	PI4K2A inh	HP1b binding inh
COCCCn1c(=NC(=O)c2ccncc2)c(C#N)cc2c(=O)n3cccc(C)c3nc21	-9%[59 µM]	5%	-13%	-3%	-1%	3%	2%	5	16%
Cc1nnc(NCc2ccccc2)c2c1nnn2Cc1ccccc1Cl	-6%[59 µM]	-11%	-11%	-19%	-2%	-8%	2%	1	55%[activator]
N#Cc1c(NC(=O)C2CC(Cl)=CCC2C(=O)O)sc2c1CCCCC2 (centres undefined)	.	-11%	-24%	-13%	?	i	-2%	1	-9%
CCC1Sc2ccc(S(=O)(=O)CCC(=O)Nc3ccc(C(=O)OC)cc3)cc2NC1=O (centres undefined)	11%[59 µM]	-4%	20µM*	-7%	?	i	4%	5	?
COc1cc(COCC(O)CN2CCN(CCN3C(=O)c4cccc5cccc(c45)C3=O)CC2)cc(OC)c1OC (centres undefined)	?	0%	?	-17%	-13%	-2%	-4%	-5	4%
O=C(NNC(=O)c1cc(-c2ccco2)nc2ccccc12)c1ccccc1	.	-12%	-18%	-7%	-15%	-2%	-6%	-1	22%
CC1(C)CC(NC(=S)NC2CC2)CC(C)(C)N1	-1%	3%	-11%	-12%	-10%	-6%	15%	-11	-13%
COc1ccc(CN(C)C(=S)Nc2ccc(Cl)cc2)cc1	14%	?	-7%	-13%	2%	-19%	9%	-3	29%
Cc1[nH]nc2c1C(c1ccccc1)C1=C(CC(C)(C)CC1=O)N2 (centres undefined)	-43%	-7%	-4%	-9%	-5%	-10%	-15%	-3	58%[activator]
Cc1nn(C)cc1/C=C1\SC(=S)NC1=O	?	9%	-13%	-12%	14%	i	19%	-3	38%
O=C(NCc1cccc(Cl)c1)C1CCN(S(=O)(=O)c2ccc(F)cc2)CC1	-7%	0%	-3%	-18%	-18%	-4%	-1%	-5	52%[activator]
CCn1nc(C)c(CNC(=O)CC2C(=O)NCCN2Cc2ccc(C)o2)c1C (centres undefined)	3%[12.7 µM]	-11%	11%	-14%	-7%	-2%	-8%	8	49%[activator]
COc1ccc(OCCC(=O)OCC(=O)NCCc2ccccc2)cc1	3%	0%	-8%	-19%	-20%	3%	6%	0	51%[activator]
CC1=C(C)CC(C(=O)NNC(=O)c2csc(C)c2C)C(C(=O)O)C1 (centres undefined)	12%	0%	-10%	-17%	1%	-2%	19%	3	18%
S=C(NCCN1CCOCC1)NC1CCCCC1	26%	4%	-9%	-6%	0%	-8%	-6%	-3	56%[activator]
N#C/C(=C/c1ccc(N2CCOCC2)o1)C(=O)NC1CCCCC1	.	?	-12%	9%	?	3%	18%	2	26%
O=C(O)CCCn1c(O)c(C=C2N=c3ccccc3=N2)sc1=S	-107%[59 µM]	0%	-34%	-17%	?	-8%	2%	-8	23%
Cc1ccc(NC(=O)Cc2ccc(Cl)c(Cl)c2)cc1S(=O)(=O)N(C)C	1%[59 µM]	15%	-6%	-5%	11%	-1%	-2%	1	31%
CCN(c1ccccc1)S(=O)(=O)c1cc2c3c(c1)C(C)C(=O)N3CCC2 (centres undefined)	23%	-4%	-4%	-24%	-1%	9%	-2%	0	32%
COc1ccc(Oc2coc3cc(OC(=O)c4cncc(Br)c4)ccc3c2=O)cc1	?	1%	-6%	9%	2%	-4%	11%	13	31%
COc1ccc(C(=O)Nc2nc(N)n(-c3ccccc3)n2)cc1	25%	2%	-10%	-15%	?	-3%	0%	1	24%
O=C(COC(=O)[C@@H]1CCCN1C(=O)c1cccs1)Nc1ccc(Br)cc1	.	-5%	-16%	-6%	.	-5%	-12%	3	12%[57 µM]
CCNc1sc(C(=O)c2cccs2)c(N)c1-c1nc2ccccc2s1	10µM*	6%	?	3%	?	-8%	-20%	-15	11%
COc1ccc(Cc2nnc(SCC(=O)Nc3ncc(C)s3)o2)cc1	?	4%	-13%	4%	1%	i	?	-4	38%
CC(=O)Nc1ccc(C(=O)CSc2nnc(-c3ccccc3)n2-c2ccccc2)cc1	-5%[59 µM]	9%	-17%	-9%	-17%	1%	-1%	-2	39%
O=c1[nH]c(C2CCN(S(=O)(=O)c3ccc(C(F)(F)F)cc3)CC2)nc2c1nnn2Cc1cccc(F)c1	6%	4%	-11%	-25%	1%	i	-12%	12	18%
Cc1ccc(NC(=O)CSc2nc(C)c(Cc3ccccc3)c(=O)[nH]2)cc1C	-20%	1%&0%	-18%&-14%	-10%&-11%	-18%&-10%	-2%&-2%	3%&-6%	-2&3	16%&20%
CN(C)S(=O)(=O)c1cccc(COC(=O)c2cnccn2)c1	18%	-2%	-14%	-12%	-14%	-4%	-2%	0	48%[activator]
Nc1ccc(S(N)(=O)=O)cc1	-17%[21.5 µM]	2%	-15%	2%	.	1%	5%&1%	5&0	22%
CCC(C)NC(=O)c1ccccc1C(=O)NC(C)CC (centres undefined)	-36%[12.7 µM]	1%	-8%	3%	6%	i	0%	8	7%
Cc1cc2c(C)cc(=O)[nH]c2cc1NC(=O)CCl	?	6%	-7%	-3%	2%	5%	2%	4	40%[activator]
CCc1ccc(NC(=O)Cn2nc3c4ccccc4n(Cc4ccccc4)cc-3c2=O)cc1	?	10%	-18%	-6%	-8%	-2%	-8%	2	34%
COc1cc2c(cc1OC)n(CC(=O)Nc1ccc(C)cc1C)c(=O)n1nc(-c3ccccc3)nc21	6%[59 µM]	8%	-4%	-10%	-2%	-5%	8%	-8	51%[activator]
Clc1ccc(OCc2nn3c(C4CCCCC4)nnc3s2)cc1	8.9µM*	7%	-25%	-12%	-1%	1%	2%	12	-21%
Cc1ccc(/C=N/NC(=O)c2ccc(NC(=O)c3ccccc3Cl)cc2)o1	9%	3%	-11%	-20%	0%	9%	-1%	-9	31%
Nc1ncc(S(=O)(=O)c2ccc([N+](=O)[O-])cc2)s1	.	-1%	-22%	-8%	.	13%	-16%	-12	-24%
COc1cc(S(=O)(=O)N2CCC(O)(c3cccc(C(F)(F)F)c3)CC2)ccc1-n1cnnn1	8%[59 µM]	5%	-10%	-13%	-1%	.	-5%	1	22%
O=C(NNC(=S)NC(=O)c1ccc(Br)cc1)c1cccc([N+](=O)[O-])c1	35µM*	-1%	-25%	-14%	7%	.	29%	-4	20%
O=C(Nc1c(F)cc(F)cc1Br)c1cccnc1	?	1%	-9%	-19%	2%	2%	-16%	-5	23%
Nc1ccc(C(=O)N2CCN(S(=O)(=O)/C=C/c3ccccc3)CC2)cc1[N+](=O)[O-]	?	1%	-33%	-7%	?	-4%	9%	-3	-14%
CCOC(=O)/C(C#N)=C/c1cn(CCC(=O)O)nc1-c1ccccc1	-1%	1%	-30%[57.1 µM]	-14%	3%	1%	-2%	-1	?
CCN(CC)S(=O)(=O)c1ccc(OC)c(N)c1	-33%	-2%	-8%	-8%	.	i	4%	4	33%
COc1ccc(N2C(=O)C3CCCN3C2c2cccc(OC)c2OC)cc1 (centres undefined)	-12%	-4%	-17%	-1%	3%	i	2%	-7	34%[activator]
CC(C)(Oc1ccc(F)cc1)C(=O)OCC(=O)c1ccc(S(C)(=O)=O)cc1	.	-11%	-15%	-3%	.	-8%	-7%	1	29%

6 of the entries above in order of their number in GLS inhibitor, high to low:
SMILES	G9a inh	Pin1 inhibitor	JMJD2A Tudor	Pol eta inh	BAZ2B inh	PGK inhibitor	GLS inhibitor	PI4K2A inh	HP1b binding inh
O=C(NNC(=S)NC(=O)c1ccc(Br)cc1)c1cccc([N+](=O)[O-])c1	35µM*	-1%	-25%	-14%	7%	.	29%	-4	20%
Nc1ccc(C(=O)N2CCN(S(=O)(=O)/C=C/c3ccccc3)CC2)cc1[N+](=O)[O-]	?	1%	-33%	-7%	?	-4%	9%	-3	-14%
CCN(CC)S(=O)(=O)c1ccc(OC)c(N)c1	-33%	-2%	-8%	-8%	.	i	4%	4	33%
CCOC(=O)/C(C#N)=C/c1cn(CCC(=O)O)nc1-c1ccccc1	-1%	1%	-30%[57.1 µM]	-14%	3%	1%	-2%	-1	?
CC(C)(Oc1ccc(F)cc1)C(=O)OCC(=O)c1ccc(S(C)(=O)=O)cc1	.	-11%	-15%	-3%	.	-8%	-7%	1	29%
O=C(Nc1c(F)cc(F)cc1Br)c1cccnc1	?	1%	-9%	-19%	2%	2%	-16%	-5	23%

Source: PubChem
